KLF5 inh: kruppel-like factor 5 inhibition; DLD-1 KLF5 promoter-luciferase reporter, luminescence; inhibition, % at 5 µM; 290,000 compounds, 0.23% hits;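 active = inhibition above a per-plate limit of that plate's mean compound inhibition plus 3 SD, cut at about 60% in these data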;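 note: 0% = DMSO wells and 100% = LY294002 at 200 µM; higher means less KLF5 promoter-driven luciferase light; inactives centre near -14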
Platelet DG rel: modulates dense granule release in human platelets. inhibition, %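 (compounds screened at 7.5 µM in platelet-rich plasma)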. 300,000 compounds, 0.22% hits. human platelet-rich plasma, SFLLRN dense granule ATP release, luminescence;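 active = mean replicate score, as percent of positive control, at or above 50; inconclusive = mean below 50 but at least one replicate at or above 50; inactive = mean and every replicate below 50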
HSP90 refold inh: HSP90 refolding inhibition in rabbit reticulocyte lysate | luciferase refolding luminescence, 3 h | inhibition, % at 5.6 µM | 290,000 compounds, 0.91% hits | AID 1789;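 active = inhibition above the screen-wide mean plus 3 SD, computed separately per campaign, cut at about 16% in these data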;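 note: 0% = DMSO wells and 100% = 60 µM geldanamycin wells; inhibitors lower the luminescence because luciferase stays unfolded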
HDAC3 inh: human HDAC3 inhibition; 320,000 compounds, 0.15% hits; AID 2718; inhibition, % at 8.3 µM; O15379; recombinant HDAC3, fluorogenic peptide/trypsin coupled, fluorescence; in the data active = inhibition above about 26%, passing the limit was not always enough; inconclusive = no clear call, values can overlap the other calls
Target sequence (O15379 whole entry, looked up): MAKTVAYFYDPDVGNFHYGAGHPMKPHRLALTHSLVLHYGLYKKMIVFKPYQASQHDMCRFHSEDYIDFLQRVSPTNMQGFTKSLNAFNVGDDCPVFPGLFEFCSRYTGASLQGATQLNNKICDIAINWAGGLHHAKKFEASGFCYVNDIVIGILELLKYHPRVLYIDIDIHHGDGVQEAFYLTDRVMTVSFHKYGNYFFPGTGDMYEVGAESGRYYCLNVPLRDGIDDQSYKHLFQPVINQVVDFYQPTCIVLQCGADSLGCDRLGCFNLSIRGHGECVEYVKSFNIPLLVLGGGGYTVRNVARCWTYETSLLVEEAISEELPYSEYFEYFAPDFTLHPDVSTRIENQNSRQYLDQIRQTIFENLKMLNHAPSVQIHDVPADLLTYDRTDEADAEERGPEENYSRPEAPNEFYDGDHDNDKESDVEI
aSyn 5UTR inh: MLPCN primary screen, SNCA 5' untranslated region; alpha-synuclein 5'UTR reporter, inhibitor activity; inhibition, % (tested at 7.5 µM); 300,000 compounds, 0.82% hits; AID 1813; in the data active = inhibition above about 60%; inconclusive = no clear call, values can overlap the other calls;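 note: H4 neuroglioblastoma cells stably carrying SNCA 5'UTR luciferase fusion; 0% = DMSO wells and 100% = positive control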
IEC-6 tox: counter-screen for KLF5 inhibitors: cytotoxicity in IEC-6 cells | 290,000 compounds, 0.78% hits | IEC-6 cytotoxicity, luminescence viability | AID 1825 | inhibition, % at 5 µM; in the data active = inhibition above about 22%;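 note: 0% = plate median of test compound wells and 100% = cytotoxic reference compound wells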
HSF1 inh: HSF1 inhibition. activity change, negative = inhibition, % at 7.5 µM (by protocol). NIH3T3-HGL HSE-luciferase, MG132-induced, luminescence 8 h; stronger effect = lower value. 300,000 compounds, 0.77% hits;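 active = more than half of replicate wells show activity change below -50%, luminescence cut by over half; inconclusive = some wells, but at most half, below -50%; inactive = no replicate well below -50%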;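 note: luciferase reports HSF-1 transcriptional activity via heat shock element; 0% = median of DMSO wells and -100% = zero luminescence signal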
AI-2 QS mod: modulates the Vibrio harveyi AI-2 quorum sensing system. 300,000 compounds, 0.4% hits. activity change, % at 7.5 µM. Vibrio harveyi JMH597 AI-2 luminescence/OD600 ratio, 9 h; stronger effect = lower value; strain lacks LuxN and CqsS sensors; 0 = neutral-control median. AID 2094; in the data active = activity change below about -75%, passing the limit was not always enough; inconclusive = no clear call, values can overlap the other calls;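 note: luminescence divided by OD600 gain over 9 h not by final OD600 alone; inactives centre near 13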
HSF1 activator: increases HSF-1 driven luciferase reporter signal. NIH3T3-HGL HSF-1 luciferase reporter, MG132, 8 h; 100% = twice DMSO control signal. 300,000 compounds, 1.7% hits. AID 504408. activation, % at 9 µM;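 active = mean replicate activation of at least 50% with a set share of replicates each reaching 50%; inconclusive = only one of those two conditions met; inactive = mean below 50% and too few replicates reaching it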;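 note: 0% = median of the neutral control wells and 100% = twice that signal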
HIF activator: HIF pathway transcriptional activation | 300,000 compounds, 0.32% hits | U2OS HRE-luciferase reporter, luminescence; normalized: DMSO 0%, desferrioxamine 100% | AID 1910 | activation, % at 7.5 µM (by protocol);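 active = mean activation of at least 10% of the iron chelator positive control signal, with at least half of replicates also reaching 10%; inconclusive = mean and replicate majority disagree about reaching 10%; inactive = mean and most replicates under 10%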
The depositor's hits bear a star; u = inconclusive; x = no result given.

SMILES	KLF5 inh	Platelet DG rel	HSP90 refold inh	HDAC3 inh	aSyn 5UTR inh	IEC-6 tox	HSF1 inh	AI-2 QS mod	HSF1 activator	HIF activator
Nc1ccc(C(=O)Nc2ccccc2C(=O)O)cc1	-25	1	3	x	-18	0	-9	26	8	0.8
CC(C)Cn1c(-c2ccco2)csc1=Nc1cccnc1	20	1	1	-2	-8	3	4	38	10	-7.9
CCOC(=O)/C=C/COc1ccccc1[N+](=O)[O-]	-67	-2	-4	5	-70	-2	30	19	u	3.7
CC(=O)Nc1ccc(OCC(=O)NCc2ccc3c(c2)OCO3)cc1	-9	-3	2	1	14	2	-6	15	-10	0.0
Cc1cc(C)c(S(N)(=O)=O)c(C)c1-n1cnnn1	-3	-1	-3	-3	9	1	2	24	-2	-0.1
O=C(Nc1ccc(Cl)cc1)c1ccc(OCC2CCCO2)cc1 (stereo not drawn)	-73	0	-2	-1	-202	-1	19	21	33	4.3
CCS(=O)(=O)N1CCN=C1SCc1cccc(F)c1	-20	-8	1	-8	8	4	-13	27	-4	0.2
CCOC(=O)C(C)NC(=O)Cn1ncc2c(=O)oc3ccc(C)cc3c21 (stereo not drawn)	-10	-2	-4	u	8	6	5	-9	-19	-0.3
CN(Cc1ccccc1NS(=O)(=O)c1ccc(Cl)cc1)C1CCCCC1	-36	13	-1	2	0	-5	-1	5	-5	-0.3
O=C1/C(=C/c2ccncc2)SC(=S)N1C1CCS(=O)(=O)C1 (stereo not drawn)	-1	1	-1	9	-9	-2	1	11	0	-0.6
Cc1nc(NC(=S)NC(=O)c2cccs2)ccc1Br	0	-1	0	0	-161	6	17	-7	11	2.8
COc1ccc(CNC(=O)CCn2cccc2)cc1	-25	3	4	-2	2	-2	-4	5	-1	0.2
Cc1nc2scc(-c3ccccc3)c2c(=O)n1/N=C/c1ccco1	-32	-3	-1	-2	-8	2	-3	6	-4	-0.2
C/C(=N\n1cnnc1)c1ccc(C#N)cc1	-12	-1	-1	4	24	2	-10	10	-9	0.3
Cc1cc(NC(=O)CSc2nnc(-c3ccoc3C)o2)no1	-27	-9	6	6	-33	8	-1	25	17	0.1
O=C(CN1CCN(Cc2ccccc2)CC1)N/N=C/c1ccccc1F	-11	4	0	-9	0	-1	-3	4	-6	0.1
CC1=CC(C/C(C)=C/COc2ccc3ccc(=O)oc3c2)OC1=O (stereo not drawn)	x	-5	x	-20	-58	x	7	0	11	0.6
COc1ccc(NC(=O)C2CCN(S(=O)(=O)c3cccc4cccnc34)CC2)cc1OC	27	-12	-1	4	1	0	-3	21	-3	x
CSc1ccccc1NC(=O)Cn1nnc(-c2ccc(S(C)(=O)=O)cc2)n1	-12	3	7	10	-3	2	0	20	6	-0.2
COCCCn1c(SCC(=O)N2CCOCC2)nnc1-c1ccco1	-8	x	4	-3	-1	4	-3	26	-9	-0.4
Cc1cc(C)c(OCC(=O)Nc2nnn(C)n2)c(Br)c1	-7	-1	0	3	11	-6	5	4	-17	-2.4
O=C(NCCc1ccccc1)C1CCCN1S(=O)(=O)c1ccc(F)cc1 (stereo not drawn)	-8	-2	7	1	16	3	-3	12	1	0.2
CC(=O)Nc1ccc(Br)cc1C(=O)C(=O)O	-11	-2	5	3	8	3	-19	25	-5	-0.5
COc1ccc2c(CC(=O)OCC(=O)Nc3sc4c(c3C#N)CCC(C)C4)coc2c1 (stereo not drawn)	-4	-1	-3	7	-44	-2	4	6	-5	0.2
O=[N+]([O-])c1cccc(-c2noc(-c3cccs3)n2)c1	-20	-15	-6	-5	-147	-2	43	x	57*	4.5
(continued)
SMILES	KLF5 inh	Platelet DG rel	HSP90 refold inh	HDAC3 inh	aSyn 5UTR inh	IEC-6 tox	HSF1 inh	AI-2 QS mod	HSF1 activator	HIF activator
O=C(NC12CC3CC(CC(C3)C1)C2)c1ccccc1	-9	0	2	3	8	2	-1	21	13	0.0
CC(Sc1nnc(NC2CCCCC2)s1)C(=O)Nc1ccc2c(c1)C(=O)c1ccccc1C2=O (stereo not drawn)	-22	6	-3	2	-79	2	16	14	29	1.7
CN1CCN(C(=O)C2CC(c3ccc(F)cc3)=NO2)CC1 (stereo not drawn)	2	-2	-2	4	-12	2	-11	10	-1	0.4
CCc1nc2oc3ccccc3c(=O)c2c(=O)n1Cc1ccc(OC)cc1	7	-1	-2	14	-16	-10	8	24	12	-1.9
CC(=O)OC(C(=O)NCCc1ccccc1)c1cccnc1 (stereo not drawn)	-36	x	-3	-3	5	1	-3	-1	-17	-3.0
Cc1[nH]c(=O)c(C(=O)c2ccccc2O)cc1C(=O)O	-6	-3	-1	6	-3	-1	-4	4	12	-0.2
CCOc1cc(N2CCOCC2)c(OCC)cc1NC(=O)CN1C(=O)NC(C)(C2CC2)C1=O (stereo not drawn)	-38	-3	-1	1	-22	3	13	27	-1	-0.5
Cc1ccc(-c2cc(C(=O)N/N=C/C(Br)=C/c3ccccc3)n[nH]2)o1	-13	2	-2	-4	-52	5	91	9	121*	3.6
COc1ccc(-c2cc(C(F)(F)F)c(C#N)c(=O)[nH]2)cc1	4	-6	4	x	8	-5	2	48	3	0.3
O=C(CSc1nnnn1-c1ccc2c(c1)OCCO2)N1CCc2ccccc21	-20	4	1	-11	6	3	-5	33	-9	x
COC(=O)c1c(NS(=O)(=O)c2cccs2)sc2c1CCCC2	-13	-3	-2	-4	8	6	3	3	11	-0.1
Cc1cccc(Cl)c1OCCCn1ccnc1	12	0	8	3	0	3	-1	-2	-5	0.0
Cn1c(-c2c(N)n(CCc3ccccc3)c3nc4ccccc4nc23)nc2ccccc21	-14	-4	5	8	-38	6	4	47	5	-0.1
O=C(Nc1ccc(Nc2ccccc2)cc1)C(Cl)Cl	-62	7	0	7	11	-10	-1	-37	25	0.2
NC(=O)/C(=C/c1ccc2c(c1)OCO2)NC(=O)c1ccco1	-30	0	3	4	2	5	-4	25	-8	-0.1
OC1(C(F)(F)F)CC(O)(C(F)(F)F)n2nc(-c3ccccc3)cc2N1 (stereo not drawn)	8	-5	8	14	-126	-8	-8	34	-2	3.2
O=C(c1ccccc1)c1cc2cc(Cl)ccc2[nH]1	-93	3	-4	2	-169	7	23	-44	22	2.6
O=C(Nc1ccccc1)N1CCCN(c2ccc(C(F)(F)F)cc2[N+](=O)[O-])CC1	10	6	3	3	14	4	39	-5	54*	0.6
CCc1nc(Nc2ccc3c(c2)OCCO3)c2oc3ccccc3c2n1	-37	1	0	6	-5	12	-8	4	-14	0.6
Cc1cccc2cc(C(c3nnnn3Cc3ccccc3)N3CCN(c4ccccc4)CC3)c(=O)[nH]c12 (stereo not drawn)	-8	3	8	-5	2	2	-4	10	5	0.0
NC(=O)C1CCN(C(=O)c2ccc(NC3=NC4CS(=O)(=O)CC4S3)cc2)CC1 (stereo not drawn)	-43	1	-1	1	7	-3	-2	6	6	0.0
COCOc1cc(O)c(C(=O)/C=C/c2ccc(OCOC)c(OCOC)c2)c(OCOC)c1	x	-2	x	14	4	x	23	26	u	0.2
CCOCCn1c(-c2ccc(OC)cc2)nc2ccccc21	-56	1	1	-5	-20	7	-3	26	-8	0.9
COc1cc([N+](=O)[O-])cc2cc(C(=O)N3CCN=C3c3ccccc3)c(=O)oc12	-3	-6	1	-1	8	-2	-9	46	2	-0.9
O=C1Nc2ccc([N+](=O)[O-])cc2OC1CCN1CCN(c2ccccc2)CC1 (stereo not drawn)	-11	-2	-1	4	16	0	6	6	2	-0.7

Taken from the listing (two entries):
SMILES	KLF5 inh	Platelet DG rel	HSP90 refold inh	HDAC3 inh	aSyn 5UTR inh	IEC-6 tox	HSF1 inh	AI-2 QS mod	HSF1 activator	HIF activator
O=C(NC12CC3CC(CC(C3)C1)C2)c1ccccc1	-9	0	2	3	8	2	-1	21	13	0.0
CC(Sc1nnc(NC2CCCCC2)s1)C(=O)Nc1ccc2c(c1)C(=O)c1ccccc1C2=O (stereo not drawn)	-22	6	-3	2	-79	2	16	14	29	1.7

(more compounds)
SMILES	KLF5 inh	Platelet DG rel	HSP90 refold inh	HDAC3 inh	aSyn 5UTR inh	IEC-6 tox	HSF1 inh	AI-2 QS mod	HSF1 activator	HIF activator
Cc1ccc(-c2nnn(CC(=O)N(c3ccc(F)cc3)C(C(=O)NC3CCCC3)c3ccco3)n2)o1 (stereo not drawn)	-27	2	7	2	29	3	6	21	-4	0.0
Cc1ccc(NC(=O)C2CCCN(c3ncnc4c3nc3n4CCCCC3)C2)cc1Cl (stereo not drawn)	-14	9	0	-3	17	2	8	4	11	0.4
CC(=O)Nc1ccc(S(=O)(=O)N2CCC(C(=O)NCCC(=O)Nc3nccs3)CC2)cc1	-31	1	-5	-1	-1	-3	0	18	-18	-0.1
CC(C)(C)NS(=O)(=O)c1ccc(NC(=S)NC(=O)C2CC2)cc1	-8	-2	1	2	-8	-1	-8	22	-1	-0.1
Cc1cc(C)nc(SCc2nc3ncccn3c2Br)n1	-10	x	0	-22	x	5	x	42	x	x
Cc1ccc(O)c(CCc2ccccc2)n1	-23	-3	2	x	-15	-8	6	20	-11	0.5
CCN(CC)c1ccc(S(=O)(=O)N2CCOCC2)cc1NC(=O)CSc1nnc(N)s1	x	-11	x	6	-9	x	9	-15	22	-9.3
Cc1ccc(OCC(=O)NNC(=O)c2ccc(-n3cncn3)c([N+](=O)[O-])c2)cc1	x	-7	x	0	-1	x	0	x	17	0.1
O=C(N/N=C\c1ccc(Cl)cc1)c1sccc1-n1cccc1	-35	-9	-7	1	2	-8	-1	21	-9	1.3
COC(=O)c1ccc(NC(=S)NCCCN2CCCC2=O)cc1	-32	-1	-3	0	6	0	-4	21	4	0.0
CC(C)CN1CCNC(=O)C1CC(=O)NCCc1ccc(C(F)(F)F)cc1 (stereo not drawn)	-39	2	0	-7	-22	2	4	14	0	-0.1
CC(=O)Nc1cccc(NC(=O)c2cccc(OCc3ccccc3)c2)c1	-47	-2	-1	0	-5	2	7	25	34	-0.1
Cc1ccccc1N(C(=O)CNC(=O)c1cccs1)C(C(=O)NC1CCCC1)c1ccncc1 (stereo not drawn)	-39	4	-2	-6	4	-14	9	21	9	-0.1
O=C(O)c1ccccc1NS(=O)(=O)c1cccc2cccnc12	-13	-2	-2	-2	4	8	-2	29	3	-0.4
CC1CCN(C(=S)Nc2cccc(S(=O)(=O)N(C)C)c2)CC1	-7	-1	0	-4	3	-7	11	13	48	0.3
Cc1cccc(/C(N)=N/OC(=O)c2ccc(F)cc2)c1	-191	-9	-4	-4	-141	-6	20	-8	35	3.7
CCOc1cc(CN2CCN(S(=O)(=O)Cc3ccccc3)CC2)ccc1OC	1	-1	0	-2	9	-1	1	7	-22	-0.1
Cc1cc(C)c(C)c(Cn2c(CO)nc3ccccc32)c1C	6	-4	0	3	12	-1	x	21	x	-0.2
COc1ccc(NC(=S)Nc2cc(-c3ccccc3)[nH]n2)cc1Cl	-32	-20	2	0	-38	-1	6	21	35	0.7
O=C(CN1CCCCC1)N/N=C/c1cccc(C(F)(F)F)c1	x	0	x	-2	1	x	4	15	-1	-0.4
CC(=O)NS(=O)(=O)c1ccc(NC(=O)C2C3C=CC(C3)C2C(=O)O)cc1 (stereo not drawn)	-11	x	1	-1	x	3	x	x	x	x
CC(C)Nc1nc(Cl)nc(Nc2ccccc2)n1	-65	2	-4	-7	-61	0	14	-14	18	-6.1
CCCNC(=O)C(=O)Nc1ccc(N(C)C)cc1	-177	-3	0	0	-126	1	5	28	13	2.0
